Screening data: PubChem, several laboratories
Mtb FBA inh: Mtb FBA enzyme inhibitors, primary screen, biochemical, fluorescence, strain H37Rv. Fructose-bisphosphate aldolase (Mycobacterium tuberculosis (strain ATCC 25618 / H37Rv)), …. purified M. tuberculosis FBA, fluorescence read-out. inhibition, % at 1 µM. actives 2.3% (n = 360,000); in the data active = inhibition above about 27%;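 note: 0% = vehicle and 100% = reference inhibitor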
TcdB inh: TcdB glycohydrolase inhibitors, primary screen, biochemical, single point, plate reader. AID 652162, 2013. Toxin B (Clostridioides difficile), P18177. TcdB glycohydrolase enzymatic assay. inhibition, % at 9.99 µM. actives 0.24% (n = 350,000); in the data active = inhibition above about 10%
Mtb BioA inh: M. tuberculosis BioA enzyme inhibitors, primary screen, biochemical, plate reader, single point, HTS. actives 0.096% (n = 360,000). 7,8-diaminopelargonic acid synthase BioA (Mycobacterium tuberculosis). purified M. tuberculosis BioA enzyme. inhibition, % at 9.99 µM; in the data active = inhibition above about 40%
FadD28 FP inh: inhibitors of FadD28 bisubstrate probe binding, primary screen, biochemical, fluorescence polarization, single point; Mycobacterium tuberculosis FadD28 fatty-acid-AMP ligase; inhibition, % at 12.5 µM; actives 0.22% (n = 360,000); AID 588549, 2011; in the data active = inhibition above about 8.5%, passing the limit was not always enough
BH1578 lux ind: inducers of Vibrio cholerae quorum light production without autoinducers, primary screen, BH1578 luxS cqsA deficient, single point. V. cholerae BH1578 lux reporter, luminescence, 6 h. activation, % at 18.7 µM. actives 0.16% (n = 350,000). AID 588436, 2011; in the data active = activation mostly above about 9.7%, no sharp cut-off; note: not every result past the cut was called active; inactives centre near 0; reference of the scale not given here
Numbers without * were called inactive; · = no result given.

SMILES	Mtb FBA inh	TcdB inh	Mtb BioA inh	FadD28 FP inh	BH1578 lux ind
N#CN1C2CCC1CC(O)(c1ccccc1)C2 (centres undefined)	-0.6	·	·	-3.1	·
CC1(C)OC2C(CO)OC(n3cnc4c(=S)nc(N)[nH]c43)C2O1 (centres undefined)	3.4	·	·	-1.2	·
CN(CCOc1ccccc1)Cc1ccccc1	1.0	·	·	-0.8	·
Nc1ncnc2c1ncn2C1OCC(O)C1O (centres undefined)	3.6	·	·	-1.4	·
O=C(CN1CCCC1)Nc1nc(-c2ccc(Cl)cc2)cs1	-0.4	·	·	-0.8	·
COC(=O)c1c[n+]([O-])ccc1OC	8.5	·	·	-0.7	·
O=C(NN=Cc1ccc(O)c(O)c1)c1ccccc1	6.8	·	·	-0.4	·
COc1cc(CCN=Cc2ccccc2O)c([N+](=O)[O-])cc1OC	1.9	·	·	0.6	·
Cc1ccccc1C(=O)Oc1ccc(Sc2ccc(O)cc2)cc1	·	·	-1.3	·	-4.2
O=C(Nc1ccc2c(c1)OCO2)N[C@@H]1CC[C@@H](CCNC(=O)C2CCC2)O[C@H]1CO	·	0.5	-2.0	·	·
C=CCN1C(=O)[C@]2(O[C@H](CCO)[C@@H]([Si](C)(C)c3ccc(OC)cc3)[C@@H]2C)c2cc(N3CCCCC3=O)ccc21	·	1.3	0.9	·	·
C[C@H]1CN([C@@H](C)CO)C(=O)c2cc(NC(=O)Nc3ccccc3)ccc2O[C@H]1CN(C)Cc1ccc(Oc2ccccc2)cc1	·	0.1	1.7	·	·
C[C@@H]1CCCCO[C@@H](CN(C)C(=O)c2ccccc2)[C@H](C)CN([C@H](C)CO)C(=O)c2cc(NC(=O)c3ccncc3)ccc2O1	·	0.1	2.7	·	·
COc1ccccc1C#Cc1ccc([C@@H]2[C@H](C#N)N(C(=O)C3CC3)[C@H]2CO)cc1	·	2.1	-2.0	·	·
C[C@@H](O)C#Cc1ccc([C@H]2[C@@H](CO)N3CCCCN(CC4CC4)C[C@H]23)cc1	·	0.0	-0.7	·	·
COC(=O)[C@H]1[C@H](CO)[C@H]2Cn3c(ccc(C4=CCCCC4)c3=O)[C@@H]1N2C(=O)NC(C)C	·	-0.2	0.1	·	·
C[C@H]1CN([C@@H](C)CO)C(=O)Cc2cc(NC(=O)C3CCCCC3)ccc2O[C@H]1CN(C)CC1CCCCC1	·	-0.9	0.9	·	·
CC(C)C#Cc1cnc2c(c1)C(=O)N([C@@H](C)CO)C[C@H](C)[C@@H](CN(C)Cc1cccc(F)c1)O2	·	0.6	-0.9	·	·
CC(C)OC(=O)N(C)C[C@H]1OCc2ccccc2-c2ccccc2C(=O)N([C@@H](C)CO)C[C@@H]1C	·	-0.4	-2.3	·	·
O=C(N[C@H]1CC[C@@H](CCNS(=O)(=O)c2cccc(Cl)c2)O[C@@H]1CO)c1ccncc1	·	-1.6	-3.3	·	·
COc1ccc(NC(=O)N(C)C[C@H]2OCc3ccccc3-c3ccccc3C(=O)N([C@H](C)CO)C[C@@H]2C)c(OC)c1	·	1.2	0.3	·	·
C[C@@H]1CN([C@@H](C)CO)S(=O)(=O)c2ccc(-c3cccnc3)cc2O[C@H]1CN(C)C(=O)CN(C)C	·	0.8	9.5	·	·
C[C@@H]1CN([C@H](C)CO)C(=O)CCCn2cc(nn2)CO[C@H]1CN(C)Cc1ccccc1	·	0.3	-0.2	·	·
CN1CCN(C(=O)c2cc3c(c(-c4cccc(C5=CCCC5)c4)n2)[C@H](CCO)N([S@@](=O)C(C)(C)C)C3)CC1	·	2.0	-1.9	·	·
C[C@@H]1CN([C@@H](C)CO)C(=O)c2cc(C#Cc3ccccc3F)cnc2O[C@H]1CN(C)S(=O)(=O)c1ccccc1F	·	1.7	-3.2	·	·
SMILES	Mtb FBA inh	TcdB inh	Mtb BioA inh	FadD28 FP inh	BH1578 lux ind
COc1ccc(NC(=O)N(C)C[C@@H]2Oc3ccc(NC(=O)Nc4ccc(F)cc4)cc3CC(=O)N([C@H](C)CO)C[C@H]2C)cc1	·	0.6	4.8	·	·
Cc1ccc(S(=O)(=O)Nc2ccc3c(c2)C(=O)N([C@@H](C)CO)C[C@@H](C)[C@H](CN(C)Cc2ccc4c(c2)OCO4)O3)cc1	·	1.1	2.0	·	·
O=C(NC[C@@H]1N[C@@H](CO)[C@H]1c1ccc(C2=CCCCC2)cc1)c1ccc(F)cc1	·	-0.3	-2.4	·	·
O=C(C[C@@H]1C=C[C@@H](NC(=O)CCN2CCCCC2)[C@@H](CO)O1)Nc1nccs1	·	-6.1	-0.2	·	·
C[C@@H]1CN([C@H](C)CO)C(=O)Cc2cc(NC(=O)Nc3ccc(F)cc3)ccc2O[C@@H]1CN(C)S(=O)(=O)c1ccc(Cl)cc1	·	-1.1	-2.8	·	·
CNC[C@@H]1Oc2ccc(NS(=O)(=O)c3ccccc3)cc2C(=O)N([C@@H](C)CO)C[C@@H]1C	·	0.5	2.7	·	·
C[C@@H]1CN([C@H](C)CO)C(=O)CCCn2nncc2CO[C@H]1CN(C)C(=O)Nc1ccccc1F	·	-0.5	-1.8	·	·
Cc1ccc(S(=O)(=O)N(C)C[C@H]2Oc3ccc(NC(=O)Cc4ccccc4)cc3C(=O)N([C@H](C)CO)C[C@H]2C)cc1	·	1.1	-1.7	·	·
CCCNC(=O)N1C[C@H](O)COC[C@H]2O[C@H](CC(=O)N3CCC(Cc4ccccc4)CC3)CC[C@@H]21	·	0.3	0.9	·	·
C[C@@H]1CN([C@@H](C)CO)C(=O)Cc2cc(N(C)C)ccc2O[C@@H]1CN(C)Cc1ccc(Oc2ccccc2)cc1	·	-1.9	-0.2	·	·
CN1C(=O)c2cc(NC(=O)c3ccc(F)cc3)ccc2OC[C@@H]2O[C@@H](CC(=O)O)CC[C@H]21	·	0.6	2.2	·	·
CNC[C@H]1OCc2cn(nn2)CCCC(=O)N([C@H](C)CO)C[C@@H]1C	·	-0.5	-1.6	·	·
CC(C)C#Cc1cnc2c(c1)C(=O)N([C@@H](C)CO)C[C@H](C)[C@H](CN(C)C(=O)c1cnccn1)O2	·	0.0	-0.6	·	·
CO[C@@H]1CN(C)C(=O)c2cc(NC(=O)NC(C)C)ccc2OC[C@@H](C)N(C(=O)CC2CC2)C[C@H]1C	·	0.6	0.0	·	·
C[C@@H]1CCCCO[C@@H](CN(C)S(=O)(=O)c2ccc(F)cc2)[C@H](C)CN([C@@H](C)CO)C(=O)c2cc(NS(C)(=O)=O)ccc2O1	·	0.3	1.5	·	·
C[C@@H]1CN([C@H](C)CO)C(=O)Cc2cc(NC(=O)CCCCCC(=O)Nc3ccccc3N)ccc2O[C@H]1CN(C)CC1CC1	·	-0.2	-2.2	·	·
C[C@H](CO)N1C[C@H](C)[C@H](CN(C)C(=O)C2CCCCC2)OCCCC[C@H](C)Oc2ccc(N(C)C)cc2C1=O	·	-18.4	-0.7	·	·
C[C@H]1CN([C@@H](C)CO)C(=O)c2cc(-c3ccncc3)cnc2O[C@H]1CN(C)Cc1ccc(F)cc1	·	-0.1	0.6	·	·
C[C@H](CO)N1C[C@H](C)[C@H](CN(C)Cc2ccncc2)OCCCC[C@H](C)Oc2ccc(NC(=O)Nc3ccccc3)cc2C1=O	·	0.1	2.7	·	·
C[C@H]1CN([C@@H](C)CO)C(=O)CCCn2nncc2CO[C@H]1CN(C)C(=O)Nc1ccc(F)cc1	·	-0.2	0.5	·	·
C[C@H](CO)N1C[C@H](C)[C@H](CN(C)Cc2ccncc2)Oc2c(NS(=O)(=O)c3ccc(Cl)cc3)cccc2C1=O	·	0.1	0.5	·	·
CO[C@H]1CN(C)C(=O)c2ccc(NC(=O)c3cc(C)on3)cc2OC[C@H](C)N(C(=O)C2CC2)C[C@H]1C	·	0.2	4.3	·	·
CO[C@H]1CN(C)C(=O)c2ccc(NC(=O)C3CCC3)cc2OC[C@@H](C)N(Cc2ccncc2)C[C@H]1C	·	1.6	-4.3	·	·
CNC[C@H]1Oc2cc(C#Cc3ccc(F)cc3)ccc2S(=O)(=O)N([C@H](C)CO)C[C@@H]1C	·	-0.3	0.6	·	·
COc1ccc(CN(C)C[C@H]2Oc3ccc(NC(=O)Nc4ccc5c(c4)OCO5)cc3C(=O)N([C@H](C)CO)C[C@H]2C)cc1	·	0.0	-1.5	·	·
SMILES	Mtb FBA inh	TcdB inh	Mtb BioA inh	FadD28 FP inh	BH1578 lux ind
COC(=O)C[C@@H]1CC[C@H]2[C@H](COc3ccc(NC(=O)Nc4ccc(C)cc4)cc3C(=O)N2C)O1	·	-0.7	-3.2	·	·
CCNC(=O)[C@H]1[C@H](CO)[C@H]2Cn3c(ccc(-c4ccccc4OC)c3=O)[C@H]2N1S(C)(=O)=O	·	0.5	0.4	·	·
C[C@@H]1CCCCO[C@H](CN(C)C(=O)c2ccccc2)[C@@H](C)CN([C@H](C)CO)C(=O)c2cc(NC(=O)Cc3ccccc3)ccc2O1	·	-0.7	-0.2	·	·
Cc1ccc(S(=O)(=O)N(C)C[C@@H]2Oc3ccc(NC(=O)Nc4c(C)noc4C)cc3C(=O)N([C@H](C)CO)C[C@@H]2C)cc1	·	-1.5	0.7	·	·
C/C=C/c1ccc([C@H]2[C@@H](CNC(=O)C3CC3)N(C(=O)CC)[C@H]2CO)cc1	·	-2.3	2.8	·	·
C[C@H]1CN([C@@H](C)CO)C(=O)c2cc(NC(=O)CCC(F)(F)F)ccc2O[C@H]1CN(C)Cc1ccncc1	·	-1.1	-1.9	·	·
C[C@H]1CN([C@@H](C)CO)S(=O)(=O)c2ccc(C3=CCCCC3)cc2O[C@H]1CN(C)C(=O)Cc1ccccc1	·	-1.0	5.9	·	·
O=C(NCc1cc(F)cc(F)c1)[C@@H]1[C@@H](CO)[C@@H]2Cn3c(cccc3=O)[C@H]1N2C(=O)Cc1ccccn1	·	-0.3	-1.1	·	·
CCCC#Cc1cnc2c(c1)C(=O)N([C@H](C)CO)C[C@@H](C)[C@H](CN(C)S(C)(=O)=O)O2	·	0.4	-1.8	·	·
C[C@@H]1CN([C@H](C)CO)C(=O)c2cc(NS(=O)(=O)c3cccs3)ccc2O[C@H]1CN(C)S(=O)(=O)c1ccc(Cl)cc1	·	-0.6	-0.8	·	·
C[C@@H]1CN([C@H](C)CO)C(=O)Cc2cc(N(C)C)ccc2O[C@@H]1CN(C)Cc1ccc(C(=O)Nc2ccccc2N)cc1	·	-8.6	1.0	·	·
O=C(N[C@@H]1C=C[C@@H](CC(=O)N2CCc3ccccc3C2)O[C@H]1CO)C1CC1	·	-3.5	-0.6	·	·
CNC(=O)C[C@H]1CC[C@H]2[C@@H](COC[C@H](O)CN2C(=O)c2ccc3c(c2)OCO3)O1	·	-1.5	-1.0	·	·
C[C@H](CO)N1C[C@H](C)[C@H](CN(C)C(=O)Cc2ccncc2)Oc2ncc(C#Cc3ccccc3F)cc2C1=O	·	0.2	0.1	·	·
CO[C@@H]1CN(C)C(=O)c2ccc(NC(=O)c3cc(C)on3)cc2OC[C@H](C)N(C(C)=O)C[C@@H]1C	·	-0.2	0.7	·	·
C[C@H](CO)N1C[C@H](C)[C@H](CN(C)S(=O)(=O)c2ccc(Cl)cc2)Oc2ccc(NC(=O)CCCN(C)C)cc2CC1=O	·	-0.8	-1.6	·	·
COc1ccccc1-c1ccc([C@H]2[C@H](CO)N3CCCCN(C(=O)c4cccnc4)C[C@@H]23)cc1	·	-0.2	-3.2	·	·
C[C@@H]1CN([C@H](C)CO)C(=O)Cc2cc(NC(=O)C3CCCCC3)ccc2O[C@H]1CN(C)Cc1ccc(Oc2ccccc2)cc1	·	-1.4	0.7	·	·
C[C@@H]1CCCCO[C@H](CN(C)S(=O)(=O)c2cccs2)[C@@H](C)CN([C@@H](C)CO)C(=O)c2cc(NS(=O)(=O)c3ccccc3)ccc2O1	·	-2.3	-2.1	·	·
Cc1noc(C)c1NC(=O)N(C)C[C@@H]1Oc2ccc(NC(=O)C3CC3)cc2CC(=O)N([C@H](C)CO)C[C@H]1C	·	-3.0	-1.1	·	·
CC(C)NC(=O)N(C)C[C@@H]1OCCCC[C@@H](C)Oc2ccc(NS(=O)(=O)c3ccc(F)cc3)cc2C(=O)N([C@@H](C)CO)C[C@@H]1C	·	1.3	0.8	·	·

Looked up one by one from the entries so far:
SMILES	Mtb FBA inh	TcdB inh	Mtb BioA inh	FadD28 FP inh	BH1578 lux ind
O=C(N[C@@H]1C=C[C@@H](CC(=O)N2CCc3ccccc3C2)O[C@H]1CO)C1CC1	·	-3.5	-0.6	·	·
C/C=C/c1ccc([C@H]2[C@@H](CNC(=O)C3CC3)N(C(=O)CC)[C@H]2CO)cc1	·	-2.3	2.8	·	·
C[C@H](CO)N1C[C@H](C)[C@H](CN(C)S(=O)(=O)c2ccc(Cl)cc2)Oc2ccc(NC(=O)CCCN(C)C)cc2CC1=O	·	-0.8	-1.6	·	·
CCNC(=O)[C@H]1[C@H](CO)[C@H]2Cn3c(ccc(-c4ccccc4OC)c3=O)[C@H]2N1S(C)(=O)=O	·	0.5	0.4	·	·
C[C@@H]1CN([C@H](C)CO)C(=O)Cc2cc(N(C)C)ccc2O[C@@H]1CN(C)Cc1ccc(C(=O)Nc2ccccc2N)cc1	·	-8.6	1.0	·	·
C[C@H]1CN([C@@H](C)CO)S(=O)(=O)c2ccc(C3=CCCCC3)cc2O[C@H]1CN(C)C(=O)Cc1ccccc1	·	-1.0	5.9	·	·

These rows are one share of the data; the hit share may differ from the screen's.
